# Screening data from PubChem BioAssay.
# aDG glyco up: alpha-DG glycosylation activation; Pro5-aDG cells, alpha-DG glycosylation AlphaScreen (IIH6); 0% Pro5, 100% B10-LARGE cell signal; activation, % at 10 µM; 0.22% of 360,000 active; AID 624168;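 active = activation of at least 8% versus controls, or a plate z-score of at least 8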;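 also: Pro5 are CHO cells carrying HIG-tagged alpha-DG that lacks glycosylation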
# Glyco luc inh: N-linked glycosylation inhibition; reporter increase, % at 12.5 µM; D54 ERlucT glycosylation luciferase reporter, 24 h; percent of 100 nM tunicamycin response; 0.23% of 360,000 active;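 active = mean luciferase reporter signal, scaled so untreated is 0 and the glycosylation-blocking control 100, at or above a set limit in every replicate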;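 also: luciferase carries N-glycosylation sites so blocking glycosylation raises the light; 0% = median of neutral control wells and 100% = median of 100 nM tunicamycin wells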
# hiPSC survival: increases survival of single human iPS cells; hiPSC single-cell survival, ATPlite luminescence; 100% = ROCK inhibitor wells, 0% = DMSO; AID 602274; 0.044% of 360,000 active; survival enhancement, % at 20 µM; in the data active = survival enhancement above about 18%;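 also: cells exposed to compounds for 16 hours before the ATP read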
# MC4R antagonist: human MC4R antagonism in cAMP assay; P32245; MC4R-expressing cells, MTII-stimulated cAMP, LANCE TR-FRET; inhibition, % at 6.5 µM; 0.48% of 360,000 active; AID 540295;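 active = inhibition above its plate's cutoff, the mean of tested wells on that plate plus 3 SD, cut at about 29% in these data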;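 also: 0% = Melanotan II alone and 100% = Melanotan II plus saturating MCL0020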
#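 System: U2OS cells stably expressing human melanocortin 4 receptor (MC4R). Reagent: Melanotan II challenge after compound preincubation. Doses: 6.5 µM. Times: 30-min compound, 1-h challenge, 1-h detection, room temperature. Measured by: TR-FRET with Eu-cAMP and labeled anti-cAMP, 671 nm. Replicates: singlicate.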
# ABHD5-PLIN5 inh: blocks binding of human ABHD5 to perilipin-5. Q00G26+Q8WTS1. Split G. princeps luciferase complementation, luminescence, 4 h. inhibition, % at 4 µM. 0.78% of 360,000 active;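 active = inhibition above the mean inhibition across every tested compound plus 3 SD, cut at about 22% in these data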;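 also: 0% = DMSO only wells and the 100% control is not disclosed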
# Target sequence (Q00G26 whole entry, looked up): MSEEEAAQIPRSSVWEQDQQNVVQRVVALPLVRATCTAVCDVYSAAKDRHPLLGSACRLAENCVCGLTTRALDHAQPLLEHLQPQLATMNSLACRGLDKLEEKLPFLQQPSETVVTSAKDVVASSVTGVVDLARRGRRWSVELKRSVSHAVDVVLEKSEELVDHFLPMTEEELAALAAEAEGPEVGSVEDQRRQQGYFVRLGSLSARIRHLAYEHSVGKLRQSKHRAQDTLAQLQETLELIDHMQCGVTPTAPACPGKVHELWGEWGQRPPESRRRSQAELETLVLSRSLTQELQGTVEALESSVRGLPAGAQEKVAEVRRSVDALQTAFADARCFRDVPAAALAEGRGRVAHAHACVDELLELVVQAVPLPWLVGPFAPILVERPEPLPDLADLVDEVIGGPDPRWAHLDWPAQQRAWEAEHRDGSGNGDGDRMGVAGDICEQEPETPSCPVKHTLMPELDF
# Target sequence (Q8WTS1 whole entry, looked up): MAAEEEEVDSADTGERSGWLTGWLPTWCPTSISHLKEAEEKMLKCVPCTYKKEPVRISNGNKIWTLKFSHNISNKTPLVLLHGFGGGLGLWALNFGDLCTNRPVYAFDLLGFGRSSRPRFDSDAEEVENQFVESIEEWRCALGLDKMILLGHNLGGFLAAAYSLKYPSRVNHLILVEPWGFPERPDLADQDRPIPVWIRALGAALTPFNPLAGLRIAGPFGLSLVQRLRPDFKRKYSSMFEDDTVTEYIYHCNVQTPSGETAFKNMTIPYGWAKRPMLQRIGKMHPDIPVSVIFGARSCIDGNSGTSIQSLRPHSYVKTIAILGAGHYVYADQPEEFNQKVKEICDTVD
# H9c2 protect: myocardial damage modulation in H9c2 cells; H9c2 cardiomyocytes, H2O2 injury protection, ATPLite, 2 h; protection from H2O2 cell death, % at 20 µM; 0.63% of 360,000 active; AID 588492;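 active = compounds giving at least 50% protection of heart cells from peroxide-induced death in the single-dose screen, raw or plate-pattern-corrected value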;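 also: 0% = DMSO wells with peroxide and 100% = DMSO wells without peroxide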
# ABCB6 inh 2: human ABCB6 transporter inhibition; K562-ABCB6 porphyrin accumulation, flow cytometry, 1 h; hits give low values; 0.19% of 360,000 active; fluorescence ratio to DMSO, % at 10 µM; Q9NP58;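 active = fluorescence ratio to DMSO below 75%, the collection mean minus 3 SD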;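 also: signal is porphyrin accumulated inside mitochondria; 100% equals median channel fluorescence of DMSO control wells; lower ratio means ABCB6 inhibition with less porphyrin fluorescence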
# HTR2A ag: mouse HTR2A agonism via beta-arrestin recruitment | P35363 | CHO-K1 mHTR2A beta-arrestin complementation, luminescence; percent of 30 µM serotonin response | activation, % at 7.6 µM | 0.66% of 360,000 active | AID 624169;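 active = activation above a run cutoff, the mean activation of all tested compounds plus 3 SD, cut at about 14% in these data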;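 also: 0% = plate median of compound wells and 100% = 30 µM serotonin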
# MC4R barr agon: agonists of human melanocortin 4 receptor (MC4R) beta-arrestin. activation, % at 8.9 µM. 0.98% of 360,000 active. U2OS MC4R beta-arrestin complementation, luminescence; percent of melanotan II response, DMSO zero. AID 540308. P32245;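 active = activation above a per-plate cutoff, the mean activation of sample wells on that plate plus 3 SD, cut at about 8% in these data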
# Exocytosis inh: lytic granule exocytosis inhibition; TALL-104 LAMP-1 surface exposure, flow cytometry; cells stimulated with thapsigargin and PMA; inhibition, % at 10 µM; 0.66% of 360,000 active; AID 651702;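 active = inhibition above about 55%, limit read from the data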
# The depositor's hits bear a star; . = no result given; & = joins results of further samples.
SMILES,aDG glyco up,Glyco luc inh,hiPSC survival,MC4R antagonist,ABHD5-PLIN5 inh,H9c2 protect,ABCB6 inh 2,HTR2A ag,MC4R barr agon,Exocytosis inh
C=C(C)CN(CC)C(=O)COc1ccc(S(=O)(=O)Nc2ccc(OC)cc2)cc1,0.4,-2,-1.3,2,-1,-8,102,0,-1.9,1
Cc1ccc2cc3cc(C(=O)NCCCN4CCc5ccccc5C4)oc3nc2c1,1.3,3,-3.0,3,11,13,99,-8,-1.1,-3
CC1=C(C#N)C(NC(=O)c2ccco2)(C(F)(F)F)C(=O)N1 (stereo not drawn),-0.3,0,-1.7,-8,10,11,89,2,1.4,1
Cc1ccc(NC2=C(N3CCOCC3)C(=O)c3ccccc3C2=O)cc1,1.4,-12,-1.3,4,-37,-16,104,0,-2.8,4
O=C(CN1C(=O)c2ccccc2C1=O)Nc1ccccc1C(F)(F)F,0.1,0,-0.2,8,10,1,97,2,-0.7,-1
CC(=C\c1ccccc1)/C=C1/SC(=O)N(CCCC(=O)Nc2ccc(C(=O)O)cc2)C1=O,0.0,-1,3.9,10,8,-4,100,2,-3.2,1
O=C1c2ccccc2N2C(=O)c3ccccc3C2N1O (stereo not drawn),-0.2,0,-0.6,4,-1,-4,104,-3,-1.5,-2
C/C(CC(=O)Nc1cccc(C(F)(F)F)c1)=N\NC(=O)c1ccncc1,0.0,1,-0.6,-5,7,0,168,-6,-1.4,-2
Cc1ccc(NC(=O)c2cc(S(=O)(=O)c3ccccc3)ccc2Cl)cc1,0.5,0,1.8,-1,3,-15,104,-4,4.2,7
Oc1cccc(C2c3[nH]c4ccccc4c3CCN2Cc2cnn(-c3ccccc3)c2)c1 (stereo not drawn),-0.5,2,-0.5,1,5,-8,97,-1,6.0,10
CC(C)c1ccc(-c2nc3ccccc3s2)cc1,0.4,-20,-1.0,12,-2,-19,98,0,2.2,-1
N/C(=N\OC(=O)c1ccccc1[N+](=O)[O-])c1ccccn1,0.0,-7,-1.5,0,-3,-12,107,0,-3.5,1
Nc1ccccc1SC(CC(=O)c1ccccc1)c1ccc([N+](=O)[O-])cc1 (stereo not drawn),0.2,5,-2.6,7,71*,-22,100,3,0.6,35
Cc1cc2nc(-c3ccccc3)c(Cc3cccc(F)c3)n2c(C)c1Br,0.1,-2,-1.7,.,-17,0,100,1,.,-2
Cc1cc(C)cc(N2CCCC2=O)c1,-0.1,2,0.6,-1,0,3,98,5,-0.4,19
Nc1ccc(S(=O)(=O)Nc2cc(Cl)c(N)c(Cl)c2)cc1,0.0,-1,0.0,2,11,7,95,-5,-1.1,-6
COc1cc(NC(=O)CSc2nc(=O)n(CCN3CCOCC3)c3c2CCCC3)cc(OC)c1,0.0,0,0.0,2,1,2,92,13,1.6,2
Cc1cc(S(=O)(=O)NCc2ccccn2)c(Cl)cc1Cl,0.0,1,-0.7,0,-1,0,110,-3,-1.0,-1
Cc1ccc(S(=O)(=O)N2CCCCC2)cc1NC(=O)COC(=O)c1cc[n+]([O-])cc1,-0.1,1,1.4,29*,2,3,99,0,1.6,-5
C/C(=C\C(=O)c1cccnc1)Nc1ccc(C(=O)O)cc1,0.2,-1,1.3,2,10,6,101,1,0.0,0
CN(C)c1ccc(CC(=O)N2CCCCC2c2cc(C(=O)Nc3cccc(C#N)c3)no2)cc1 (stereo not drawn),-0.4,-3,0.1,14,6,5,100,6,0.6,-2
O=C(NCCC1=CCCCC1)C1CCN(S(=O)(=O)N2CCOCC2)CC1,0.0,1,-3.3,11,4,-1,101,1,-1.9,2
COc1ccc(NS(=O)(=O)c2cc(NC(=O)c3cc(=O)c4ccccc4o3)ccc2OC)cc1,0.3,-2,1.8,8,7,42,96,-1,0.7,-1
CCCc1nc2n[nH]c(N)c2c2c1COC(C)(C)C2,-0.1,0,2.1,4,-7,3,96,3,-1.3,-2
Cc1ccc(S(=O)(=O)N(C)C[C@@H]2Oc3ncc(Br)cc3C(=O)N([C@H](C)CO)C[C@@H]2C)cc1,0.2,1,0.8,0,12,7,98,1,0.3,2

# 3 consecutive compounds already listed, for reference:
SMILES,aDG glyco up,Glyco luc inh,hiPSC survival,MC4R antagonist,ABHD5-PLIN5 inh,H9c2 protect,ABCB6 inh 2,HTR2A ag,MC4R barr agon,Exocytosis inh
Cc1cc2nc(-c3ccccc3)c(Cc3cccc(F)c3)n2c(C)c1Br,0.1,-2,-1.7,.,-17,0,100,1,.,-2
Cc1cc(C)cc(N2CCCC2=O)c1,-0.1,2,0.6,-1,0,3,98,5,-0.4,19
Nc1ccc(S(=O)(=O)Nc2cc(Cl)c(N)c(Cl)c2)cc1,0.0,-1,0.0,2,11,7,95,-5,-1.1,-6

# The listing continues:
SMILES,aDG glyco up,Glyco luc inh,hiPSC survival,MC4R antagonist,ABHD5-PLIN5 inh,H9c2 protect,ABCB6 inh 2,HTR2A ag,MC4R barr agon,Exocytosis inh
COc1cc(C(C)=O)ccc1OCC(=O)NCc1ccccc1CN1CCCC1,-0.1,-4,-0.1,6,5,7,95,2,1.9,4
COc1cc(C(=O)NNC(=O)C2CC=CCC2C(=O)O)cc(OC)c1OC (stereo not drawn),0.1,10,-1.1,-18,-7,-4,98,-3,-3.3,-5
NS(=O)(=O)c1cccc2c1c([N+](=O)[O-])cc1nc(O)c(O)nc12,-0.1,1,-0.2,0,4,3,97,6,-1.3,1
COc1ccc(CN(C)C(=O)CNC(=O)c2ccc(C)cc2)cc1,-0.1,3,-0.5,4,3,-2,107,-1,-0.1,-6
CCCc1ccc(C(O)c2ncc(-c3ccc(C)cc3)[nH]2)cc1 (stereo not drawn),-0.3,2,0.7,-5,-17,-7,99,3,6.1,-4
O=C(CC[C@H]1O[C@@H](n2ccc(=O)[nH]c2=O)[C@H](O)[C@@H]1O)NC1CCN(Cc2ccccc2)C1 (stereo partly drawn),-0.3,2,0.6,.,1,-1,92,1,.,-6
CC1Cc2ccccc2N1C(=O)CN1CCCCC1 (stereo not drawn),0.2,1,-0.4,9,-5,2,98,5,-1.3,4
COc1ccc(S(=O)(=O)NCC2CCCN(Cc3cccc(C(C)=O)c3)C2)cc1 (stereo not drawn),1.9,-2,-0.4,0,-3,-2,100,-5,0.3,0
Cc1cc(OCC(=O)Nc2ccc3oc(=O)ccc3c2)ccc1Cl,0.0,1,0.0,8,0,3,99,-9,0.1,3
O=C(O)c1ccc(-n2c(-c3cc(C4CC4)[nH]n3)n[nH]c2=S)cc1,0.0,4,-0.7,2,0,2,90,1,-1.9,-1
CN(C)c1cccc(N(C)C)c1CNC(=O)NC(=O)c1c(F)cccc1F,-0.1,-5,1.7,14,-7,-6,99,-6,-1.3,-2
O=C(NNS(=O)(=O)c1ccc(F)cc1)c1ccccc1O,-0.1,1,0.1,19,-3,4,97,-2,1.8,-6
COc1cc2c(cc1NC(=O)CSc1ccccc1)oc1ccccc12,-0.3,-1,0.0,6,1,-4,104,-7,-1.9,1
O=C(CNC(=O)c1ccco1)OCN1C(=O)c2ccccc2C1=O,0.0,1,7.8,24,4,0,106,-1,-0.6,-6
O=C(c1cnc2sccn2c1=O)N1CCc2ccccc2C1,0.1,2,0.8,6,1,5,101,5,-1.2,-3
Cc1ccc(OCC(=O)NCCO)cc1C,0.0,2,-0.9,3,2,4,102,-3,-0.8,2
O=C(COC(=O)c1cc[n+]([O-])cc1)Nc1ccc(Br)cc1,2.9,1,-0.5,1,1,11,97,6,-0.9,-1
C/C(=N\N(Cc1ccccc1)c1ccccc1)c1cccnc1,0.5,-6,5.9,13,-7,5,101,0,0.7,1
COc1ccc(C(CNC(=O)c2cc(C)oc2C)N2CCOCC2)cc1 (stereo not drawn),0.0,2,-0.9,-11,14,6,92,3,-0.1,-2
CNC(=O)c1[nH]cnc1C(=O)N[C@@H](CC(C)C)C(=O)OCc1ccccc1,0.4,3,-2.6,7,-10,-4,99,-4,3.9,3
Cn1c(NCc2cccs2)nc2ccccc21,-0.1,1,0.5,1,1,-2,113,10,-0.2,-2
Nc1c(C(=O)NCc2ccco2)c2nc3ccccc3nc2n1CCc1ccccc1,0.5,2,-3.0,10,13,6,95,0,4.1,16
COC(=O)c1cc(NC(=O)CN2CCc3cc4c(cc3C2)OCCCO4)cc(C(=O)OC)c1,-0.2,3,0.4,13,-3,4,101,-3,0.5,2
CCCC(=O)Nc1ccc2nc(SCC(=O)Nc3nccs3)sc2c1,0.0,1,-0.2,2,-4,-2,98,-1,-2.3,-2
CCOc1ccccc1NC(=O)C(C)N1C(=O)c2ccccc2S1(=O)=O (stereo not drawn),0.0,3,0.4,3,8,6,106,-1,-1.4,-3

# More entries follow:
SMILES,aDG glyco up,Glyco luc inh,hiPSC survival,MC4R antagonist,ABHD5-PLIN5 inh,H9c2 protect,ABCB6 inh 2,HTR2A ag,MC4R barr agon,Exocytosis inh
COc1ccc(S(=O)(=O)N2CCCOC2CNC(=O)C(=O)NCc2cccnc2)cc1 (stereo not drawn),0.2,0,0.0,4,1,-4,98,1,-0.6,6
CCc1sc(C(=O)Nc2ccc(OC)c(S(=O)(=O)N3CCOCC3)c2)cc1C,0.0,-4,0.7,0,-5,4,95,-3,-1.9,-5
CCCCCn1c(=O)[nH]c2cc(C(=O)NCCN3CCCCC3C)ccc2c1=O (stereo not drawn),0.1,-4,-0.4,1,7,1,104,-6,-1.7,-6
CSCCC(=O)Nc1cc(S(=O)(=O)N2CCOCC2)ccc1N1CCN(C)CC1,0.3,1,1.2,5,-2,3,99,-1,-2.5,-3
CC1CCC(NC(=O)C(NS(=O)(=O)c2ccc(Br)cc2)C(C)C)CC1 (stereo not drawn),0.1,-3,-1.5,0,0,2,94,-2,-0.7,1
CNC(=S)NCCc1cc2c(OC)ccc(OC)c2[nH]c1=O,-0.3,3,0.0,4,-5,-5,102,-3,-1.1,3
Cc1cccc(OCCNC(=O)c2ncn[nH]2)c1,-0.1,3,1.8,4,5,0,104,3,-0.1,-2
c1ccc(-c2nc[nH]c2-c2ccccc2)cc1,0.0,-2,-2.0,14,1,4,93,-10,-1.1,-1
CCC(C)c1ccccc1NC(=O)C(C)OC(=O)c1ccco1 (stereo not drawn),-0.1,1,-0.2,4,5,0,96,0,-2.7,1
COc1ccc(CN(CC2CCC(C(=O)O)CC2)C(=S)Nc2ccc(C)c(Cl)c2)cc1 (stereo not drawn),-0.4,0,0.0,11,2,2,106,3,-0.4,-2
O=C(CCc1nnc2ccc(NCc3ccc(Cl)cc3)nn12)NC1CCCCC1,-0.3,0,-0.5,1,1,-4,97,0,-1.5,-2
COc1ccc(C(=O)Nc2cc(C)nn2-c2ccc(F)cc2)cc1,0.0,0,-0.2,10,-1,6,99,5,-1.9,-7
CCC(C)[C@H](NC(=O)[C@@H]1Cc2c([nH]c3ccccc23)C2c3ccccc3C(=O)N21)C(=O)N1CCC[C@@H]1C(=O)O (stereo partly drawn),0.1,2,0.2,10,-7,2,100,-1,0.6,2
C/C(=N\NC(=O)Cc1ccc([N+](=O)[O-])cc1)c1cccnc1,0.0,-2,0.2,-9,0,6,102,-6,-1.4,3
CCN1CCN(Cc2ccc(NC(=O)c3ccc(C)c(NC(=O)c4ccno4)c3)cc2C(F)(F)F)CC1,-0.1&0.2,-10&-12,-1.5&-0.4,0&5,-2&4,-3&3,101&91,-8&0,0.8&0.0,-2&-9
